# Source: PubChem BioAssay (The Scripps Research Institute Molecular Screening Center)
# CHO-K1 Ca antag – nonselective inhibitor or artifact in parental CHO-K1 cells; AID 602250; ATP-induced calcium, Fluo-8 fluorescence; actives 0.6% (n = 360,000); inhibition, % at 3 µM;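 active means inhibition above a per-plate cutoff, the plate's mean sample inhibition plus 3 SD, cut at about 24% in these data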;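 further: 0% = DMSO plus EC80 ATP and 100% = DMSO alone without ATP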
# CHO parental Ca – signal in parental CHO cells, OX1R antagonist counter-screen; parental CHO-K1, ATP-induced calcium, Fluo-8 fluorescence; inhibition, % at 5.6 µM; actives 0.63% (n = 330,000); AID 463079;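 active means inhibition above that plate's mean sample inhibition plus 3 SD, cut at about 26% in these data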;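 further: 0% = ATP-challenged DMSO wells and 100% = DMSO wells without ATP; some compounds past the cut are filed as inactive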
#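 Measured by: calcium-sensitive Fluo-8 fluorescence / Test system: CHO parental line / Controls: ATP-challenged DMSO wells low, unchallenged DMSO wells high / Measure: % inhibition / Compound: single nominal dose of 5.6 µM per compound / Replicates: single well per compound, no replicates / Reagent: ATP as calcium-mobilizing challenge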
# M1 ag parental – M1 agonist counterscreen hit in parental CHO-K1 cells; actives 0.48% (n = 360,000); Fluo-8 calcium fluorescence; scaled to maximal ATP response, vehicle zero; activation, % at 3 µM; in the data active means activation above about 15%;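 further: untransfected CHO-K1 host cells lacking M1 receptor as counterscreen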
# CHRM1 agonist – activates human CHRM1 receptor; CHO-K1 hM1, Fluo-8 calcium fluorescence, agonist mode; 0% DMSO, 100% acetylcholine EC100; AID 588814; actives 0.33% (n = 360,000); activation, % at 3 µM; P11229;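 active means activation above the run's mean compound activation plus 3 SD, cut at about 16% in these data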;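 further: peak over basal fluorescence ratio within a 140 s kinetic read after compound addition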
# TAAR1 ag – human TAAR1 agonism | Q96RJ0 | CHO RD-HGA16 TAAR1, Fluo-8 calcium fluorescence; vehicle wells 0%, saturating PEA agonist 100% | activation, % at 3 µM | actives 0.99% (n = 360,000) | AID 624467;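 active means activation above the mean activation of all test compounds in the run plus 3 SD, cut at about 38% in these data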
# Target sequence (Q96RJ0 whole entry, looked up): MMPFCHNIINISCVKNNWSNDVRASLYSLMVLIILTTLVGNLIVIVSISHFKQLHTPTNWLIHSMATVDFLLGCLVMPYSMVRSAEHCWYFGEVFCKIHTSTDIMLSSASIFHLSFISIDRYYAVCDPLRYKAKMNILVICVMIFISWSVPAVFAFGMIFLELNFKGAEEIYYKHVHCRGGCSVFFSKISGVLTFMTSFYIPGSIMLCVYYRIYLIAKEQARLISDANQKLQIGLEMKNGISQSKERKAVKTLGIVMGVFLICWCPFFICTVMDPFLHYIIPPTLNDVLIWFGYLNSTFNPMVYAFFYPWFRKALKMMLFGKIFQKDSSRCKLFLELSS
#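 test system = CHO RD-HGA16 cells carrying human TAAR1 plus Gα16 | schedule = 17-24 h seeding, 75 min 37 °C dye, 30 min RT | compound dosing = 3 µM single concentration | control set = DMSO and PEA EC100 | replicates = n 1 | signal = Fluo-8 fluorescence, 5 s baseline then 140 s kinetic read | measure = percent activation vs PEA EC100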
# TAAR1 antagonist – antagonists of human TAAR1; Q96RJ0; CHO RD-HGA16 TAAR1, Fluo-8 calcium fluorescence, antagonist; inhibition, % at 3 µM; actives 1.5% (n = 360,000); AID 624466;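 active means inhibition above a per-plate cutoff, the mean inhibition of test compounds on that plate plus 3 SD, cut at about 49% in these data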;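 further: 0% = DMSO plus EC80 beta-PEA response and 100% = DMSO alone without agonist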
#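 Test system – hTAAR1-expressing CHO RD-HGA16 cells, Gα16-coupled · Reagent – β-PEA at EC80 concentration, post-compound challenge · Compound dosing – 3 µM, single point · Timing – 140 s kinetic read after compound, 140 s after agonist · Detection – Fluo-8 intracellular calcium dye fluorescence, real-time kinetic reads · Control set – DMSO and EC80 PEA controls · Repeats – n of 1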
# OXTR potentiator – potentiators of human oxytocin receptor. actives 0.061% (n = 320,000). CHO-OTR cells, Fluo-8 calcium fluorescence, potentiator mode; 0% = oxytocin EC15, 100% = EC100. activation, % at 3 µM;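 active means activation above that plate's cutoff, the mean activation of tested compounds plus 3 SD, cut at about 6.6% in these data, passing the limit was not always enough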;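 further: 100% uses oxytocin at 75 nM as the full agonist control; some results filed as inactive read as strong as hits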
#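 Dosing: Single dose, 3.0 µM nominal final compound concentration | Material: Human OTR in CHO cells | Technique: Kinetic Fluo-8 calcium fluorescence | Benchmarks: EC15 oxytocin alone as 0%, 75 nM oxytocin as 100% | Probe or stimulus: Oxytocin at about EC15, sub-maximal agonist stimulus | Incubation: Compound 6 min at room temperature before oxytocin, 100 s read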
# CHO-K1 Ca PAM – counter-screen for M1 PAMs: effect in parental CHO-K1 cells. ATP EC20, Fluo-8 calcium fluorescence; 0% at ATP EC20, 100% at ATP max. activation, % at 3 µM. actives 0.02% (n = 360,000);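 active means activation above the run cutoff, the mean activation of all test compounds plus 3 SD, cut at about 40% in these data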;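 further: peak over basal fluorescence ratio in a 140 s read after ATP addition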
# V1aR counter – activates human V1a receptor in oxytocin agonist counter-screen. actives 0.25% (n = 320,000). AID 2797. activation, % at 3 µM. CHO-V1R cells, Fluo-8 calcium fluorescence, agonist mode; 0% DMSO, 100% 3 nM vasopressin;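 active means activation above the mean activation of all tested compounds plus 3 SD, per screening run, cut at about 20% in these data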;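 further: signal is peak over basal fluorescence ratio across a 100 second FLIPR read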
# Target sequence (P37288 whole entry, looked up): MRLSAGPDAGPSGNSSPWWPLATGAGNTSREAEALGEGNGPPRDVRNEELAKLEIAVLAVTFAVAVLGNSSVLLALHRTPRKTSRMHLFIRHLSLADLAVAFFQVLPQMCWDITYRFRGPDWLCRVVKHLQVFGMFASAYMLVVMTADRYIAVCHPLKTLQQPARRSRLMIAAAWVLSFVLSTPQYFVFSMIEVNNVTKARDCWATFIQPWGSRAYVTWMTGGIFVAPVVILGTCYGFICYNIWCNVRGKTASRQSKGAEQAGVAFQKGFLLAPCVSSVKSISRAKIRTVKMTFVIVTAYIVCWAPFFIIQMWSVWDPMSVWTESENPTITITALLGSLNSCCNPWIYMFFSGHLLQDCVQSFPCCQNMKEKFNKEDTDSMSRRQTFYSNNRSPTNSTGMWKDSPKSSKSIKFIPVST
# * = called active by the depositor; . = not tested or not shown. Not a hit list. Share with any hit: about 3.3%.
SMILES,CHO-K1 Ca antag,CHO parental Ca,M1 ag parental,CHRM1 agonist,TAAR1 ag,TAAR1 antagonist,OXTR potentiator,CHO-K1 Ca PAM,V1aR counter
CC(NCC(O)COc1ccccc1)C1COc2ccccc2O1 (centres undefined),-10.6,-21.5,2.1,-7.3,10.2,-22.2,-16.4,-6.9,1.0
COc1ccc(NC(=S)NCCCN2CCCC2=O)c(OC)c1,12.4,-6.4,-0.5,-6.5,1.5,21.5,-4.0,-1.9,-1.0
CCN1C(=O)[C@H]2[C@@H](c3ccc(-c4ccc5c(c4)OCO5)c(OC)c3)N[C@@](C)(C(=O)OC)[C@H]2C1=O,-5.0,-4.9,0.0,-1.1,13.3,7.8,-4.2,3.4,-0.5
CCOC(=O)c1nn(-c2ccccc2)c(=O)cc1OCC(=O)Nc1ccccc1OCC,-1.9,-12.4,0.0,-2.3,0.1,-21.9,-0.9,-6.7,-0.8
Cc1c(-c2cc(Br)ccc2O)nc2cc3c(cc2c1C)OCO3,-6.2,-8.9,2.8,-5.3,8.2,-14.1,-6.1,15.7,-0.5
C[C@H](CO)N1C[C@H](C)[C@@H](CN(C)Cc2ccc3c(c2)OCO3)Oc2c(NS(=O)(=O)c3cn(C)cn3)cccc2C1=O,-3.5,-5.9,-0.3,-6.5,0.7,9.2,1.1,-9.6,0.2
O=C(c1ccc(N2C(=O)CCC2=O)cc1)N1CCCSC1=Nc1ccccc1,6.9,.,-0.2,-1.0,0.5,-17.8,.,-10.8,.
O=C(NCc1ccccc1)c1cnsn1,-3.2,0.9,0.3,-4.5,.,.,-0.1,16.3,-0.3
COc1cc(/C=N/N=C/c2cc(OC)c(O)c(OC)c2)cc(OC)c1O,-6.1,-8.0,0.7,-4.4,3.4,-6.6,-8.7,21.9,0.5
Cc1ccc(CN(C)C2CCN(C)CC2)cc1,-6.4,-0.5,0.2,-5.4,-0.3,-3.1,-13.3,12.0,1.1
CCOc1cccc(C(=O)NNC(=O)CCC(=O)O)c1,4.2,3.6,-0.2,-7.3,0.5,3.6,-4.0,5.5,-0.2
CCCC1(CCC)NC(=O)N(CC(=O)N2CCc3ccccc32)C1=O,-12.2,-10.8,-0.2,-0.2,3.6,-11.7,-0.7,10.7,2.1
O=C(O/N=C1/CCCc2occc21)c1ccc(F)cc1,-24.0,-31.1,-1.3,-5.0,9.8,10.5,-0.4,9.0,-1.3
CCOC(=O)CC1C(=O)NCCN1Cc1cccc(OC)c1 (centres undefined),4.9,-5.5,0.0,5.5,0.1,8.3,-5.7,-7.9,0.5
O=C1CC(N(C(=O)c2ccco2)c2ccc(F)cc2)C(=O)N1c1ccc(F)cc1 (centres undefined),-6.6,-23.4,0.1,-4.5,7.1,10.8,-5.0,5.9,-0.5
COc1ccc(-n2nc(C)c3sc(C)nc3c2=O)cc1,6.9,0.5,0.5,0.2,1.1,-24.1,-0.5,-18.0,-0.7
COc1ccccc1-c1cc(C(=O)N2CCN(S(=O)(=O)c3ccc(C)cc3)CC2)[nH]n1,-4.7,-9.4,0.9,-3.6,11.0,74.3*,-19.9,17.4,3.4
COc1ccc(C(=O)/C=C/c2cc(OC)c(O)c(OC)c2)c(F)c1,3.1,-4.7,5.2,0.7,4.3,1.7,-8.8,13.2,15.3
CC(C)(C)NCC(=Cc1ccccc1)C(=O)c1ccccc1,-1.8,.,0.2,-8.4,0.6,19.7,.,-6.9,.
CCOC(=O)N1CCC2(CC1)C(C#N)=C(N)OC1=C2C(=O)CC(C)(C)C1,2.8,23.0,0.1,-1.7,0.7,3.4,-11.9,4.0,0.5
CC(=NCC1CCCO1)C1=C(O)CC(C)(C)CC1=O (centres undefined),-12.0,-5.0,-0.1,-3.0,8.0,-10.1,-8.4,11.0,-0.6
Clc1ccc(CN2CCSCC2)cc1Cl,-2.9,-7.8,-0.7,-1.9,9.9,1.1,-4.6,-8.0,-0.5
O=C(Nc1ccc2c(c1)CCC2)c1ccc(F)cc1,-2.2,-1.8,-0.4,-9.8,6.2,3.7,-1.4,6.8,-0.7
CC/C(=N\NC(=O)c1c(C)nc2ccccn12)c1ccc(Cl)cc1,-5.7,-13.5,0.3,-1.6,1.7,-16.7,-12.7,6.2,-0.1
Cc1c(Cl)cccc1NC(=O)NC1CCCCC1,-2.3,-3.5,-0.2,-3.7,2.6,-0.3,-11.4,4.8,1.6
CCC(=O)N1CCc2cc(Br)cc(S(=O)(=O)N3CCN(C(=O)c4ccco4)CC3)c21,-4.9,-30.4,2.6,-3.3,9.4,4.7,-6.2,6.1,0.1
NC(=O)c1nn(-c2cccc(Cl)c2)c(=O)cc1O,-0.3,1.1,0.1,-0.8,5.1,0.5,-5.7,-0.5,0.8
CC(C)NC(=O)N(C)C[C@H]1Oc2ccc(NS(=O)(=O)c3ccc(Cl)cc3)cc2CC(=O)N([C@@H](C)CO)C[C@@H]1C,-14.4,-7.7,0.9,-4.8,4.9,-14.3,4.7,14.8,2.5
CC(C)(C)NC(=O)NC(=O)CSc1ncn[nH]1,-12.3,6.1,-0.4,-7.5,-0.6,15.1,-2.8,10.3,0.2
O=C(NCc1cc(Br)cc(Br)c1OC(=O)c1ccccc1[N+](=O)[O-])c1ccccc1,-0.3,-9.1,3.1,-10.2,1.0,29.1,-1.4,20.0,-0.1
CC(C)C[C@H]1CN([C@@H](Cc2ccccc2)CN2CCC[C@@H]2CN2C(=O)C(=O)NC[C@@H]2Cc2ccc(O)cc2)C(=O)C(=O)N1CC1CCCCC1,30.2*,.,-0.1,6.8,2.9,-17.3,.,-7.8,.
OC(c1ccccc1)c1nc(/C=C/c2ccccc2)cs1 (centres undefined),-5.5,.,1.7,-4.2,-0.2,0.9,.,19.1,.
CN(C(=O)C1CCOC1)c1nnc(-c2ccncc2)s1 (centres undefined),-7.1,-4.2,-0.2,1.7,11.6,-8.2,0.2,3.0,-0.4
CCOC(=O)C1=CNS(=O)(=O)NC1c1ccc(C(=O)OC)cc1 (centres undefined),-2.8,1.0,0.2,-4.0,0.9,-11.0,.,2.7,.
[O-]c1n[n+](-c2ccc(Cl)cc2)cc2ccccc12,-9.2,-9.4,-0.2,-5.5,10.1,-2.9,-6.6,6.3,-0.8
COc1cccc(CNC(=O)CCC2CCCN(C(=O)c3cc(C4CC4)[nH]n3)C2)c1 (centres undefined),-4.8,-3.2,0.5,-7.7,-0.7,-8.3,-10.2,22.2,-0.5
Cc1cccc(NC(=O)/C(=C/c2cccc([N+](=O)[O-])c2)NC(=O)c2cccs2)c1,-0.8,0.1,0.3,-3.3,1.4,-17.5,-3.9,3.3,0.4
CC(=O)Nc1ccc(NC(=O)c2cc(-c3cc(C)c(C)cc3O)n[nH]2)cc1,-7.3,-6.8,0.0,-3.2,3.8,13.0,-8.2,-7.8,1.4
CCOc1ccc(CCNC(=O)CCc2c(C)nc3ncnn3c2C)cc1OCC,2.1,-21.8,-0.1,-2.6,4.1,-12.3,2.5,-6.5,0.5
C[C@@H]1CN([C@@H](C)CO)C(=O)c2cc(NC(=O)C3CC3)ccc2O[C@@H]1CN(C)Cc1ccc(Cl)c(Cl)c1,-18.6,-30.2,1.4,-6.4,7.7,18.6,-7.9,16.1,1.5

# 3 entries from above, with bars between the fields:
mol | CHO-K1 Ca antag | CHO parental Ca | M1 ag parental | CHRM1 agonist | TAAR1 ag | TAAR1 antagonist | OXTR potentiator | CHO-K1 Ca PAM | V1aR counter
OC(c1ccccc1)c1nc(/C=C/c2ccccc2)cs1 (centres undefined) | -5.5 | . | 1.7 | -4.2 | -0.2 | 0.9 | . | 19.1 | .
CN(C(=O)C1CCOC1)c1nnc(-c2ccncc2)s1 (centres undefined) | -7.1 | -4.2 | -0.2 | 1.7 | 11.6 | -8.2 | 0.2 | 3.0 | -0.4
CCOC(=O)C1=CNS(=O)(=O)NC1c1ccc(C(=O)OC)cc1 (centres undefined) | -2.8 | 1.0 | 0.2 | -4.0 | 0.9 | -11.0 | . | 2.7 | .

# The list continues:
SMILES,CHO-K1 Ca antag,CHO parental Ca,M1 ag parental,CHRM1 agonist,TAAR1 ag,TAAR1 antagonist,OXTR potentiator,CHO-K1 Ca PAM,V1aR counter
CCSC1=C(C#N)C(CC(C)C)C2=C(CCCC2=O)N1 (centres undefined),-12.9,-15.5,1.6,-4.1,0.2,-17.3,1.5,10.3,0.7
Cc1cc(C(=O)C(=O)NC(C)C)c(C)n1-c1ccc([N+](=O)[O-])cc1,-8.9,-9.9,0.7,-4.9,0.1,11.9,-2.2,11.8,0.3
COc1ccc(CNC(C)C(=O)Nc2ccc3ccccc3c2)cc1OC (centres undefined),-4.7,-12.2,1.1,-4.8,1.5,0.1,8.1,-11.9,0.3
Cc1cc(C)cc(OCc2nnc(SCC(=O)N3CCCCC3)o2)c1,-13.3,-19.0,1.6,-8.7,2.3,-6.1,-7.1,11.1,-1.1
O=C(OCc1nc2ccccc2s1)c1cc2ccccc2oc1=O,.,-13.9,.,.,2.2,-3.6,-8.0,.,-0.5
O=C(O)c1cc(Cl)c(Cl)cc1C(=O)N1CCCC1,-22.1,-4.8,0.0,2.2,10.6,4.2,-0.3,14.4,0.8
CC(=O)Nc1cc(-c2cccc(C(=O)NCCN(C)C)c2)cn2c(-c3ccc(S(C)(=O)=O)cc3)cnc12,8.6,.,0.1,-7.1,0.6,-3.7,.,-6.9,.
C[C@H](CO)N1C[C@H](C)[C@H](CN(C)Cc2cncnc2)Oc2ncc(C#CC3(O)CCCC3)cc2C1=O,8.1,.,-0.2,-3.7,1.7,3.9,.,-8.2,.
O=C(O)c1nn(-c2ccccc2)nc1-c1nn(-c2ccccc2)nc1C(=O)O,-13.6,-3.8,0.5,-0.8,8.8,10.5,-1.1,20.7,0.1
COc1cc(/C=C2\SC(=S)N(CCC(=O)NCCc3ccccc3)C2=O)cc(OC)c1OC,5.8,-4.5,3.5,-3.0,5.8,-2.4,-2.7,-6.9,-0.1
CC=Cc1cc2c(c(=O)o1)C(=O)C(O)C(C)O2 (centres undefined),-13.3,.,1.5,-4.1,6.3,-17.2,.,14.9,.
Cc1sc(N2CCN(S(=O)(=O)c3ccc4c(c3)NC(=O)CO4)CC2)nc1-c1ccccc1,-4.8,-8.5,0.1,-1.9,2.3,-4.5,-9.6,12.2,-0.5
O=C(Cn1c(NCCO)nc2ccccc21)c1ccc(Cl)cc1Cl,-13.7,-21.6,1.3,-4.5,4.7,-9.7,-6.8,-0.9,3.7
